Source: PubChem BioAssay
FAS TE block = blocks the thioesterase domain of human fatty acid synthase; P49327; recombinant FAS-TE, OMFH fluorogenic substrate, fluorescence endpoint; inhibition, % at 15 µM; 360,000 tested, 0.67% active; AID 602261;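 active means compounds whose normalised, plate-corrected inhibition of enzyme fluorescence in the single-dose primary screen is 50% or more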;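 further: 0% = DMSO with enzyme and 100% = substrate without enzyme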
CSN inh = blocks human CSN-mediated cullin deneddylation | 360,000 tested, 0.38% active | Q92905 | Purified CSN, SCF-Nedd8-OG deneddylation, fluorescence polarization | inhibition, % at 12.5 µM;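 active means pattern-corrected inhibition above about 35%, with an unprinted fluorescence ratio check between 0.5 and 1.5, limit read from the data, passing the limit was not always enough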;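 further: 0% = enzyme with substrate and 100% = substrate without enzyme; some results filed as inactive read as strong as hits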
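assay system = purified human Csn5 enzyme expressed in HEK293T cells | amount = 0.24 nM enzyme | buffer or medium = Tris/NaCl/DTT buffer, pH 7.5 | reagent = 10 nM SCFSkp2-Nedd8OG | compound = one concentration, 12.5 µM, 0.25% DMSO | times = 90 min reaction at room temperature | signal = FP | read-out basis = % inhibition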
MsrA inh = inhibitors of bovine MsrA; inhibition, % at 15.5 µM; 360,000 tested, 0.75% active; purified bovine MsrA, absorbance read-out; AID 651718; in the data active means inhibition above about 4.5%;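 further: 0% = vehicle wells with enzyme and 100% = reference inhibitor wells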
PABP1 MLLE inh = blocks PAM2 peptide binding to the PABP1 MLLE domain; inhibition, % at 20 µM; P11940; AID 588489; GST-MLLE / FITC-PAM2 fluorescence polarization; 360,000 tested, 0.36% active; in the data active means inhibition above about 35%, passing the limit was not always enough;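 further: plate controls were DMSO wells with GST-MLLE for no effect and wells lacking GST-MLLE protein for full effect; some results filed as inactive read as strong as hits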
Rin1-Abl PPI inh = blocks binding of human Rin1 to Abl. P00519+Q13671. TR-FRET Rin1/Abl binding, biochemical. inhibition, % at 7.35 µM. 360,000 tested, 0.4% active. AID 588664; in the data active means inhibition above about 5%, passing the limit was not always enough
MsrA act = bovine methionine sulfoxide reductase A activation | purified bovine MsrA, absorbance read-out | activation, % at 10.6 µM | 360,000 tested, 0.3% active | AID 602163; in the data active means activation above about 7.5%;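 further: 0% = vehicle and 100% = reference activator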
TbMetRS inhib = blocks T. brucei methionyl-tRNA synthetase activity; purified T. brucei MetRS, ATP depletion, Kinase-Glo luminescence; inhibition, % at 11.9 µM; 360,000 tested, 0.4% active;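 active means inhibition above a per-plate cutoff of the control wells' mean inhibition plus 3 SD, cut at about 5.5% in these data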;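 further: 0% = DMSO wells median and 100% = median of wells with control inhibitor compound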
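System: purified T. brucei MetRS enzyme / Detection: Kinase-Glo luciferase luminescence reporting remaining unconsumed ATP / Medium: HEPES buffer with MgCl2, KCl, DTT, spermine, BSA, pyrophosphatase / Replication: singlicate, one well per compound / Evaluation: percent inhibition relative to median high and low control wells / Schedule: 2 h aminoacylation at 25 °C after 15 min preincubation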
Neddyl block = cullin neddylation inhibition; P61081+Q13564; TR-FRET cullin neddylation, biochemical; calls only at 25 µM; 360,000 tested, 0.58% active; AID 651699; in the data active means inhibition above about 36%
eLon inh = inhibits E. coli Lon protease; inhibition, % at 7.94 µM; AID 602123; P0A9M0; 360,000 tested, 0.42% active; purified E. coli Lon protease, fluorescence polarization; in the data active means inhibition above about 13%, passing the limit was not always enough;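 further: 0% = enzyme with probe and DMSO and 100% = no enzyme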
* hit, by the source's call; i = inactive; . = no result given; + = active, no number.

SMILES	FAS TE block	CSN inh	MsrA inh	PABP1 MLLE inh	Rin1-Abl PPI inh	MsrA act	TbMetRS inhib	Neddyl block	eLon inh
COC(=O)C1=C(C)N(Cc2ccccc2)C(=O)N[C@H]1CCc1ccccc1	-9	3	0.2	15	-1	-4	0.4	i	-12
CCCN1CCN(CCCNC(=O)CN2C(=O)COc3ccccc32)CC1	-7	-1	-0.3	-4	2	-2	-0.4	i	-5
CCCCC[C@@H]1C=C(C(=O)O)[C@H](c2ccc(Br)cc2)N1S(=O)(=O)c1ccc(C)cc1	7	8	-0.3	-8	-4	-5	0.0	i	-3
Cc1cc(=O)n2nc(N3CCCC(C(=O)NCCCN4C(C)CCCC4C)C3)sc2n1 (stereo not drawn)	-8	-4	0.3	1	-3	1	0.0	i	3
O=c1c(Cc2ccc(F)cc2)c(O)ccn1CCCN1CCOCC1	-2	-5	-0.7	-24	2	-2	-0.7	i	3
Cc1ccc(NC(=O)N(CCC(=O)O)Cc2ccccc2)cc1	-7	1	-0.2	8	4	-3	-0.6	i	23
COc1ccc(C2/C(=C(/O)c3ccc(C)cc3)C(=O)C(=O)N2c2ccccn2)cc1OC (stereo not drawn)	-6	1	1.3	9	2	-6	1.3	i	-1
Nc1ccc(S(=O)(=O)c2cc(O)c3ccccc3c2O)cc1	-27	11	-0.3	37	5	-2	-0.4	i	-15
CCc1ccccc1NC(=O)CCCSc1nc2ccccc2s1	6	1	-0.5	-3	-2	-1	-0.5	i	-7
Cc1ccccc1NC(=S)NNC(=O)c1ccco1	-1	0	1.2	-29	-2	-3	-0.5	i	-3
COc1ccc(Cn2c(CCC(=O)NCCC(C)C)nc3ncccc3c2=O)cc1	7	-1	-0.3	1	-1	-12	-1.7	i	0
COc1ccc2cc(C(=O)C3CCCN(Cc4cnc(N5CCOCC5)s4)C3)ccc2c1 (stereo not drawn)	11	1	2.0	2	2	-2	-0.2	+	-20
O=C(NCc1cccnc1)c1cc(C2CCCCN2S(=O)(=O)c2ccc(F)cc2F)on1 (stereo not drawn)	-2	1	0.6	-3	-1	-1	-0.2	i	-5
Cc1nnc(NC(=O)c2c(F)cccc2F)s1	-5	-1	0.9	-3	-2	-1	-0.2	i	7
Cc1ccc(CNC(=O)c2cc(S(=O)(=O)N3CCOCC3)cn2C)cc1	-2	3	-0.3	-7	0	0	0.8	i	5
N#Cc1ccccc1OCC(=O)Nc1cccc(S(=O)(=O)N2CCCCCC2)c1	25	-5	0.2	1	-1	-3	0.2	i	-8
CNCc1ccccc1OCc1ccccc1F	-4	-7	-0.9	-37	7	-3	-0.5	i	3
O=c1oc2ccccc2c(NCc2ccccc2F)c1[N+](=O)[O-]	17	-4	8.8*	24	-1	-8	-1.0	i	6
CC1(C)CC(CCN(Cc2ccccc2)C(=O)c2ccco2)(c2ccccc2)CCO1 (stereo not drawn)	32	-2	0.1	0	-2	0	-0.6	i	-3
CN(C)CCNC(=O)c1cccc(-c2cnc3c(NC=O)cc(-c4cccc(C(F)(F)F)c4)cn23)c1	7	7	-0.1	-6	-6	0	-0.1	i	-16
Oc1c(CN2CCCC2)cc(COCc2ccccc2)c2cccnc12	-28	-5	1.2	-9	8	0	-0.1	i	-2
CCOc1ccc(N2C(=O)CN(C)C2=S)cc1	-7	-8	-1.1	8	-4	-3	-0.1	i	2
Cc1cc(OC(=O)c2ccccc2Cl)cc(=O)n1C	-7	-1	0.9	-14	3	-1	-1.0	i	-6
COc1ccc(S(=O)(=O)Nc2ccc3c(c2)C(=O)N([C@H](C)CO)C[C@H](C)[C@H](CN(C)Cc2ccc(C(=O)O)cc2)O3)cc1	-5	1	-0.2	25	3	0	-0.1	i	-9
Cc1ccc2c(c1)NC(=O)[C@@]1(C)[C@@H](c3ccccc3)[C@H]3COc4ccccc4[C@@H]3N1C2=O	68*	-4	-0.2	0	1	-1	0.5	i	5
Later entries.
SMILES	FAS TE block	CSN inh	MsrA inh	PABP1 MLLE inh	Rin1-Abl PPI inh	MsrA act	TbMetRS inhib	Neddyl block	eLon inh
COCc1cc(=O)[nH]c(-c2ccccc2OC(F)(F)F)n1	-9	2	0.4	1	1	-4	0.4	i	-11
Cn1c(=O)n(-c2cccc(Cl)c2)c(=O)c2c3c(sc21)COC(C)(C)C3	0	0	0.6	-15	-2	-7	-0.7	i	-9
CCOC(=O)C1=C(C)NC2=C(C(=O)CC(C)(C)C2)C1c1cccc(C)n1 (stereo not drawn)	-2	-3	1.5	-2	-4	-2	0.2	.	1
COC(=O)c1ccc(Nc2nc(C)cc(C)n2)cc1	-4	7	0.5	1	-8	0	-0.5	i	1
CC(NC(=O)C(=O)N1CCCCC1)C(c1cccs1)N1CCN(C)CC1 (stereo not drawn)	-3	-2	-0.3	-4	2	-14	-1.6	i	-4
CC(=O)C(=Nc1ccccc1Cl)NNc1ccc(Cl)cc1	29	-2	0.3	23	-2	-1	0.7	i	0
Cc1cc(/C=C(\C#N)C(=O)Nc2ccccc2)c(C)n1-c1ccc(C(=O)O)cc1	-7	-1	1.5	-2	-1	-6	-0.9	i	8
Cn1c(SCC(=O)NCC2CCCO2)nc2c([nH]c3ccccc32)c1=O (stereo not drawn)	-7	2	1.2	-6	-1	-14	-1.0	i	-3
Cc1ccc2nc(N(CCCN(C)C)C(=O)c3ccc4ncsc4c3)sc2c1	-6	-1	0.1	1	3	-4	-0.2	i	4
COc1ccc(CC(=O)N[C@@H]2c3cc(OC)c(OC)cc3C[C@H]2O)cc1	-3	1	2.0	10	1	-6	-1.8	i	1
CN(C(=S)Nc1ccc(SC(F)F)cc1)c1ccc(O)cc1	-1	2	0.4	12	2	-3	-0.6	i	-4
CCCn1c(Nc2cccc(OC)c2)nc2ccccc21	1	2	0.1	-8	0	-1	0.5	i	2
Cc1ccc(C)c2[nH]c(=O)c(CCNC(=O)c3cccs3)cc12	3	2	1.5	-9	2	-2	-0.8	i	1
Cn1cc(CNCC2CCCO2)c(-c2ccc(Oc3ccccc3)cc2)n1 (stereo not drawn)	-3	1	-0.1	0	3	-2	0.3	i	1
Cc1ccc(NC(=O)N2CCSc3ccccc32)cc1	4	-2	-1.1	3	0	-6	-0.9	i	3
CC(C)(C)c1cc(-c2ccco2)c(C#N)c(SCC#N)n1	11	2	9.2*	4	-1	0	-0.8	i	9
COc1ccc(CCNC(=O)CCc2nc3sc4c(c3c(=O)[nH]2)CCCC4)cc1	1	9	1.5	-26	2	0	-0.2	i	-19
O=C(NCc1ccccc1)C(c1cccc2ccccc12)n1c(=O)c(-c2cc3ccccc3[nH]2)nc2ccccc21 (stereo not drawn)	.	4	0.4	.	.	.	0.1	.	.
CCn1cc(S(=O)(=O)Nc2ccc(Cl)cc2F)cn1	-3	-3	-0.4	11	2	-1	-0.3	i	2
COc1cc(CNCc2ccncc2)cc(OC)c1OC	-5	1	0.7	7	1	-2	-0.2	i	-6
COc1ccc(OC)c(NC(=O)c2cccc(N3C(=O)C4C5C=CC(C6CC56)C4C3=O)c2)c1 (stereo not drawn)	12	-1	-0.9	10	4	-3	-0.2	i	-5
COC(=O)C1CN(C(=O)COc2ccc(Cl)cc2C)c2ccccc2O1 (stereo not drawn)	15	-4	1.3	0	3	-2	1.2	i	-9
CN(C)S(=O)(=O)c1ccc(C(=O)NCc2nnc(SCC(=O)N3CCCC3)o2)cc1	0	-1	-1.5	-5	6	-3	-0.4	i	-10
COc1ccc(CNC(C)C2COc3ccccc3O2)c(OC)c1 (stereo not drawn)	1	5	-1.3	-1	0	-1	-1.6	i	11
O=C(NC(=S)NCc1ccco1)c1cccc(Cl)c1	18	-4	-0.8	30	-5	-4	-0.4	i	2

Compounds above with a Cl atom, in the order listed:
SMILES	FAS TE block	CSN inh	MsrA inh	PABP1 MLLE inh	Rin1-Abl PPI inh	MsrA act	TbMetRS inhib	Neddyl block	eLon inh
Cc1cc(OC(=O)c2ccccc2Cl)cc(=O)n1C	-7	-1	0.9	-14	3	-1	-1.0	i	-6
Cn1c(=O)n(-c2cccc(Cl)c2)c(=O)c2c3c(sc21)COC(C)(C)C3	0	0	0.6	-15	-2	-7	-0.7	i	-9
CC(=O)C(=Nc1ccccc1Cl)NNc1ccc(Cl)cc1	29	-2	0.3	23	-2	-1	0.7	i	0
CCn1cc(S(=O)(=O)Nc2ccc(Cl)cc2F)cn1	-3	-3	-0.4	11	2	-1	-0.3	i	2
COC(=O)C1CN(C(=O)COc2ccc(Cl)cc2C)c2ccccc2O1 (stereo not drawn)	15	-4	1.3	0	3	-2	1.2	i	-9
O=C(NC(=S)NCc1ccco1)c1cccc(Cl)c1	18	-4	-0.8	30	-5	-4	-0.4	i	2

(more compounds)
SMILES	FAS TE block	CSN inh	MsrA inh	PABP1 MLLE inh	Rin1-Abl PPI inh	MsrA act	TbMetRS inhib	Neddyl block	eLon inh
Oc1ccc(Br)cc1CNc1cccc2cccnc12	18	12	-1.4	-12	-2	-1	0.4	i	-14
Cc1c(C(=O)Nc2c(F)cccc2F)sc2ncn(CC(=O)N3CCCCC3)c(=O)c12	-4	-2	-0.5	-10	5	-4	-0.1	i	-9
CCOC(=O)CCNC(=O)N1CCCC(N(C)CCc2ccccc2)C1 (stereo not drawn)	-5	5	0.4	-19	-2	-2	0.0	i	3
Cc1cccn2c(=O)c3cc(C(=O)NCCc4ccccc4)c(=N)n(CC4CCCO4)c3nc12 (stereo not drawn)	3	-2	-0.2	-8	-2	-1	-0.8	.	3
COc1ccccc1Nc1nc(N(C)c2ccccc2)nc(N)c1[N+](=O)[O-]	2	-7	.	9	0	-2	-0.8	i	-9
C=CCNC(=O)c1c(CSc2ccc(F)cc2)noc1C(=O)NCCC	6	1	-0.8	0	0	-1	-0.1	i	-4
O=C(O)CCCNS(=O)(=O)c1cccc2nsnc12	-2	0	-0.4	-4	-5	0	-0.2	i	7
O=C(COC(=O)Cn1[nH]c(=O)c2ccccc2c1=O)NNC(=O)c1ccc(Br)cc1	-6	1	-0.1	-16	0	0	-0.1	i	-12
CCOc1ccc(N2C(=O)CC(NC3CCCCNC3=O)C2=O)cc1 (stereo not drawn)	-6	-3	0.8	7	-1	-3	-0.2	i	4
CCc1ccc(C(C)NC(=O)C2CCCC2)cc1 (stereo not drawn)	-1	0	-2.0	10	3	-3	-0.3	i	-7
COc1cc(NC(=S)Nc2ccc(OC(F)F)cc2)cc(OC)c1	2	0	-1.3	41*	1	-2	0.4	i	1
COc1cc(N=c2ssnc2Cl)cc(OC)c1OC	-6	-2	1.5	14	0	-11	0.8	i	-2
O=C(CN1C(=O)CSc2ncccc21)NCCN1CCOCC1	-10	-2	-0.9	-3	0	-3	-0.8	i	-1
CC(Oc1ccccc1F)c1nnc(SCC(=O)c2c(N)n(C3CC3)c(=O)[nH]c2=O)o1 (stereo not drawn)	1	-1	-0.1	-30	1	-1	-0.3	i	-3
CCC(C(=O)NCCCc1ccccc1)c1ccccc1 (stereo not drawn)	0	-2	0.0	-4	1	2	-0.8	i	-6
COC(=O)c1cc(OC)c(OC)cc1NC(=S)N1CCC(C(N)=O)CC1	-9	-1	0.2	6	4	-11	-1.1	i	-3
O=C(Nc1ccc(F)cc1F)NC1CCCc2ccccc21 (stereo not drawn)	-5	-1	0.6	13	-2	-2	-0.1	i	-6
O=C(CN1C(=O)c2ccc([N+](=O)[O-])cc2C1=O)NC1CCCCCC1	46	3	0.8	-8	3	-3	-0.2	i	-1
c1ccc(N2CCN(Cc3cn4cccnc4n3)CC2)cc1	-5	-2	3.0	-10	0	-3	0.7	i	-7
N#Cc1c(-c2cccs2)cc(-c2cccnc2)nc1N	-2	0	0.8	10	1	-11	-0.4	.	7
